# From PubChem
# Tn7 DDE FP: inhibitors of Tn7 peptide binding to human fibrin DD(E). P02675. FP displacement of FITC-Tn7 peptide from fibrin DD(E); 0% = median of compound wells per plate. inhibition, % at 8.3 µM. actives 0.13% (n = 370,000). AID 720508;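 active = inhibition above the mean of compounds falling within the control limits plus 3 SD of them, cut at about 14% in these data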;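 also: 0% = plate median of compound wells and 100% = 10 µM Aha-Tn7 peptide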
# Target sequence (P02675 whole entry, looked up): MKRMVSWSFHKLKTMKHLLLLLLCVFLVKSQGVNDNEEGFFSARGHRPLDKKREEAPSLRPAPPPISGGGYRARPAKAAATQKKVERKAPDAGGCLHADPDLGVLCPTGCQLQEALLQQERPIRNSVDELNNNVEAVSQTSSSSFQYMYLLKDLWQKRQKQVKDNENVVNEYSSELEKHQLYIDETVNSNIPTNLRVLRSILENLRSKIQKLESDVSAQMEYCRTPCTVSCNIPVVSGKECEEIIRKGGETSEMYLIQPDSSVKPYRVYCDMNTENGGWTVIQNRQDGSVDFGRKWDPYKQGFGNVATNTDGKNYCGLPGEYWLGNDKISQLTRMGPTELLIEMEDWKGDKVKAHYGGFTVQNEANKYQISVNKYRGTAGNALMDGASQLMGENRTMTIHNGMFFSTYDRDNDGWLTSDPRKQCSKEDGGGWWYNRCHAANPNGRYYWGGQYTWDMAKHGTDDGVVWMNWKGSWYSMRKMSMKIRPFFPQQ
#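 system = human fibrin DD(E) protein | quantity = DD(E) 2 µM final | medium = Tris/NaCl/CaCl2 buffer, pH 7.8 | also added = labelled Tn7 tracer, 0.1 µM | compound dosing = single point at 8.3 µM | timing = compound with protein 10 min, then 3 h after probe, room temperature | signal = FP measurement | benchmarks = Aha-Tn7 high control | repeats = one replicate per compound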
# PLC-beta3 inh: PLC-beta3 (human) inhibition, primary screen; Q01970; Purified PLC-beta3, fluorogenic substrate, fluorescence; inhibition, % at 12.2 µM; actives 0.18% (n = 370,000); AID 720704; in the data active = inhibition above about 11%;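 also: 0% = median of compound wells on plate and 100% = full blocker control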
# Tn6 DDE FP: DD(E)-Tn6 binding inhibition, primary FP screen; P02675; Fibrin DD(E) TRITC-Tn6 fluorescence polarization displacement; inhibition, % at 8.3 µM; actives 0.21% (n = 370,000);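 active = inhibition above a per-campaign cutoff: mean of compounds within control limits plus 3 SD, cut at about 15% in these data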;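 also: 0% = median of all compound wells on the plate and 100% = blocking peptide control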
# ADAM17 inh: inhibits human ADAM17 | P78536 | actives 0.83% (n = 370,000) | AID 720648 | recombinant ADAM17, EDANS/DABCYL FRET peptide cleavage | inhibition, % at 6.95 µM;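 active = inhibition above the mean of compounds lying between control limits plus 3 SD, set per campaign, cut at about 8.5% in these data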;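 also: 0% = DMSO-only wells as the low control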
# ARFGAP1 inh: inhibits rat ARF GTPase activating protein 1 | Q62848 | Arfgap1-stimulated ARF1 GTP hydrolysis, GDP FP detection | inhibition, % at 16.5 µM | actives 0.26% (n = 360,000) | AID 651572;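 active = inhibition above a per-plate limit, mean inhibition of low control wells plus 3 SD, cut at about 25% in these data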;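 also: 0% = DMSO wells with enzyme and 100% = wells lacking Arfgap1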
# Target sequence (Q62848 1-136 limits assumed): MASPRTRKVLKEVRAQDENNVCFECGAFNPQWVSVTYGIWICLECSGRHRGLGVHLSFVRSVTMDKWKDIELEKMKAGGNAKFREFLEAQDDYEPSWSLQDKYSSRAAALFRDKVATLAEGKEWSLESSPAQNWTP
#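 Assay system: Rat Arfgap1 GAP domain (His6, aa 1-136), purified enzyme | Buffer or medium: HEPES 25 mM pH 7.5, NaCl 150 mM, MgCl2, DTT | Schedule: GTP hydrolysis reaction 2 h at 25 °C | Signal: FP of antibody-bound GDP Alexa 633 tracer, ex 620/em 688 nm | Measure: Percent inhibition of Arfgap1-stimulated GTP hydrolysis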
# ASAP1 inh: blocks human ASAP1-stimulated Arf1 GTP hydrolysis; GDP FP detection; AID 624377; inhibition, % at 16.5 µM; actives 0.19% (n = 360,000); Q9ULH1; in the data active = inhibition above about 25%;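 also: 0% = vehicle with enzyme and substrate and 100% = no enzyme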
# Target sequence (Q9ULH1 325-724 limits assumed): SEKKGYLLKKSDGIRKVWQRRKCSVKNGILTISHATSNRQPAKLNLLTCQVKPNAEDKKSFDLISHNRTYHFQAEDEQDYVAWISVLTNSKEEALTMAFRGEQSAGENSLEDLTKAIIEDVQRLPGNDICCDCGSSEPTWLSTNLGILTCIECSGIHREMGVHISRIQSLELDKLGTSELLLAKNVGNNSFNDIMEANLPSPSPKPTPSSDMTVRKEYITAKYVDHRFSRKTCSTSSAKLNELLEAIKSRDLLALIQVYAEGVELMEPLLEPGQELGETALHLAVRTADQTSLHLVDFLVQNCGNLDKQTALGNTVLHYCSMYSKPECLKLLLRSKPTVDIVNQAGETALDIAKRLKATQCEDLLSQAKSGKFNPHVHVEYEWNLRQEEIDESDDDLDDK
# ADAM10 inh: inhibits human ADAM10; AID 720582; recombinant ADAM10, EDANS/DABCYL FRET peptide cleavage, 3 h; actives 0.62% (n = 370,000); inhibition, % at 7 µM;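 active = inhibition above a per-campaign cutoff equal to the mean of compounds falling between control-based bounds plus 3 SD, cut at about 20% in these data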;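 also: 0% = DMSO wells while the 100% control is not disclosed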
# TDP2 absorb: TDP2 (human) inhibition, absorbance primary screen. O95551. recombinant TDP2, T5PNP hydrolysis, p-nitrophenol absorbance 415 nm. inhibition, % at 12.8 µM. actives 0.34% (n = 370,000). AID 720702;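 active = inhibition above the mean of all tested compounds plus 3 SD, set per campaign, cut at about 25% in these data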;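 also: 0% = DMSO with enzyme and 100% = buffer with substrate but no TDP2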
#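 Assay system: recombinant human TDP2 / Reagent: T5PNP substrate at 5 mM, a TopII-DNA adduct mimic / Measured by: epi absorbance from released p-nitrophenol / Evaluation: % inhibition relative to enzyme-containing and enzyme-free wells / Control set: enzyme-free and DMSO wells / Replicates: each compound tested once, singlicate / Schedule: enzyme reaction with compound for 2 h at 37 °C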
# SIAE inh: human SIAE inhibition, primary screen | actives 0.69% (n = 370,000) | inhibition, % at 9.66 µM | Q9HAT2 | SIAE FP-Rh probe binding, fluorescence polarization;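 active = inhibition above a cutoff: mean of compounds within the control limits plus 3 SD of those, cut at about 17% in these data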;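 also: 0% = plate median of compound wells and 100% = probe without SIAE protein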
# PLC-gamma1 inh: PLC-gamma1 (human) inhibition, primary screen; P19174; purified PLC-gamma1, fluorogenic substrate, fluorescence; inhibition, % at 12.2 µM; actives 0.84% (n = 370,000); in the data active = inhibition above about 9.5%
# * marks the source's active call; other numbers are inactive results; i = inactive.
# Fields: Tn7 DDE FP	PLC-beta3 inh	Tn6 DDE FP	ADAM17 inh	ARFGAP1 inh	ASAP1 inh	ADAM10 inh	TDP2 absorb	SIAE inh	PLC-gamma1 inh
- C#CCOC(=O)CCCC(=O)Nc1ccccc1OC
    2	2	6	1	1	15	0	5	6	1
- CCOC(=O)c1cccnc1NC(=O)c1ccncc1
    -2	-5	-1	0	0	5	-2	-11	-4	1
- C=CC(c1ccccc1)C(C(=O)c1ccccc1)N(C)C (stereo not drawn)
    -4	4	-3	2	4	1	1	-9	2	-19
- COc1ccccc1NC(=O)N1C2CCCC1CC(NC(=O)c1ccccc1)C2 (stereo not drawn)
    2	2	4	1	-5	-8	1	1	-4	-1
- CCc1nc2ccccc2[nH]1
    -4	1	-5	-4	-9	0	-4	9	-2	0
- CCn1c(COc2cccc(OC)c2)nnc1SCC(=O)NC1CCCC1
    -1	-3	-3	1	4	7	-2	4	4	0
- Cc1ccc(Nc2nc3ccccc3c(=O)s2)cc1
    -1	2	3	-1	2	-4	6	-10	1	2
- CCCCOCCCNS(=O)(=O)c1ccccc1
    0	3	5	-2	5	0	-1	7	-1	1
- CCOC(=O)C(=CNc1ccc2c(c1)nnn2-c1ccc(Cl)cc1)C(=O)OCC
    3	-9	8	-3	7	3	3	5	-10	-8
- COc1ccc(S(=O)(=O)N2CCOC23CCN(S(=O)(=O)c2ccc(C)cc2)CC3)cc1
    1	5	1	-2	5	-1	0	-6	3	2
- CCOc1ccc(CN(C)C(=O)NNC(=O)c2ccc(C)cc2)cc1OC
    -7	0	1	-1	7	-3	0	7	-3	4
- O=c1[nH]c(N/N=C/c2ccccc2)nc2ccccc12
    -4	i	10	-389	-2	16	i	4	-1	-455
- CCc1cccc(C)c1NC(=S)N(CCN(C)C)C(C)c1cccnc1 (stereo not drawn)
    0	-7	0	-6	12	0	1	14	10	1
- N#C/C(=N\Nc1ccccc1F)C(=N)N1CCCCC1
    -3	2	2	-6	0	-12	-29	-10	-2	0
- c1nc2sc3c(c2c2nnnn12)CCCC3
    1	-8	-3	-17	-14	3	-35	-1	-4	-12

# Additional results.
# Fields: Tn7 DDE FP	PLC-beta3 inh	Tn6 DDE FP	ADAM17 inh	ARFGAP1 inh	ASAP1 inh	ADAM10 inh	TDP2 absorb	SIAE inh	PLC-gamma1 inh
- COc1ccc(CC(=O)n2c(CC#N)nc3ccccc32)cc1OC
    1	1	5	-4	2	-10	-5	0	1	2
- COc1ccc(-c2cc(C(F)(F)F)n3nc(C(=O)N4CCN5CCCC5C4)cc3n2)cc1OC (stereo not drawn)
    3	i	6	-6	0	11	-13	0	8	-362
- CCN(CC)C(=O)c1cccc(NC(=O)C2CCN(C(=O)c3cccs3)CC2)c1
    -5	2	4	-3	0	17	-11	-2	-2	3
- CCSc1nc(O)c(CC)c(=O)n1C(C)CC (stereo not drawn)
    -2	0	-2	-6	-6	10	3	13	-1	-2
- O=C(Cn1c(NCCCO)nc2ccccc21)c1cccc(Br)c1
    -3	2	-11	0	3	7	2	-15	-3	0
- O=C(CC1CCCCC1)c1c(O)c2ccccc2oc1=O
    -1	0	3	-5	10	1	-6	5	4	-1
- O=C(CC[C@H]1O[C@@H](n2cnc3c(NC(=O)c4ccccc4)ncnc32)[C@H](O)[C@@H]1O)NCCCN1CCCC1=O
    7	2	11	-2	2	1	-5	5	-2	0
- CN=c1scc(-c2cccs2)n1/N=C/c1ccc(O)c(O)c1O
    -7	-22	-8	1	4	-2	-2	-1	13	-13
- O=C(NCCc1ccccc1)C(=O)NN=C1CCCC1
    1	3	6	-6	12	4	-13	-12	-6	9.7*
- CCC(C)NC(=O)c1ccccc1NC(=O)Nc1ccccc1 (stereo not drawn)
    -7	-3	2	-5	0	-10	-5	3	6	-4
- O=C(COC(=O)c1ccc(Br)cc1)NCc1ccccc1
    1	0	4	0	-1	6	1	5	0	2
- CC(C)N(C)c1ncnc2c1ncn2[C@H]1CN(Cc2ccc3c(c2)OCO3)C[C@@H](CO)O1
    -3	3	9	-3	-1	11	0	0	-4	-2
- O=C(Nc1ccc(S(=O)(=O)Nc2ncccn2)cc1)c1ccc(Br)o1
    -5	-5	5	-2	5	11	-11	2	1	-1
- COc1ccc(CC(=O)N2CCCc3ccccc32)cc1OC
    2	-37	8	-2	-9	-9	0	14	2	0
- O=C(O)CCCN1C(=O)C2C3CCC(O3)C2C1=O (stereo not drawn)
    0	3	-3	0	14	-20	10	0	2	5

# Going on with the list:
# Fields: Tn7 DDE FP	PLC-beta3 inh	Tn6 DDE FP	ADAM17 inh	ARFGAP1 inh	ASAP1 inh	ADAM10 inh	TDP2 absorb	SIAE inh	PLC-gamma1 inh
- Cc1cc2nc(/C=C/c3cccnc3)[nH]c2cc1C
    4	i	-2	i	4	1	i	7	11	i
- CC(C)C(NC(=O)c1ccc(C(C)(C)C)cc1)C(=O)O (stereo not drawn)
    -7	1	4	-1	-9	-8	1	12	5	0
- CCCc1cc(=O)[nH]c2nnc(SCC(=O)Nc3cc(C)on3)n12
    1	-3	2	-1	0	5	3	-17	-7	1
- O=C(OCc1cn(-c2ccc(Cl)cc2)nn1)c1ccccc1
    2	-2	-1	3	21	-13	4	11	0	-1
- Cn1c(=O)cc(OCC(=O)NC2CCCCC2)c2ccccc21
    -5	4	-7	0	14	-12	5	-6	7	-1
- COCCNc1nc(Nc2ccc(C(=O)OC)cc2)c2sccc2n1
    -1	-134	-7	-12	11	-4	-33	8	-6	-109
- CCN(C(=O)COC(=O)CSc1ccc(C)cc1C)c1c(N)n(Cc2ccccc2)c(=O)[nH]c1=O
    1	-5	7	-1	-7	-7	-5	2	-10	-2
- COc1ccc(N2C(=O)CC(Nc3ccc(C(=O)O)cc3)C2=O)cc1OC (stereo not drawn)
    0	-1	2	2	-1	5	-6	3	6	-1
- Cc1c(C(=O)OCC(=O)Nc2c(C)n(C)n(-c3ccccc3)c2=O)cccc1[N+](=O)[O-]
    1	3	10	-2	5	1	-6	5	5	2
- O=C(NCc1cccnc1)C(=O)NCC1OCCCN1S(=O)(=O)c1cc(F)ccc1F (stereo not drawn)
    -3	-5	3	1	8	-18	-10	2	5	1
- CCOC(=O)c1cc2c(C)n(-c3ccc(OCC)cc3)c(C)c2ccc1=O
    -2	-44	-4	1	-8	0	10	-12	6	-33
- CC(=O)N1c2ccc(S(=O)(=O)N3CCCC(C(=O)N4CCCCC4)C3)cc2CC1C (stereo not drawn)
    -7	0	-4	-2	-10	-1	-3	6	0	4
- CCCSC1=N/C(=C\c2ccsc2)C(=O)S1
    -11	4	13	2	-4	3	-5	-7	-4	3
- Cc1nnc(SCCn2c(N3CCN(C)CC3)nc3c2c(=O)[nH]c(=O)n3C)s1
    1	5	1	2	0	3	4	7	6	-1
- O=C(CSc1ncnc2c1cnn2-c1ccccc1)NC1CCS(=O)(=O)C1 (stereo not drawn)
    7	-28	-10	-1	9	-3	-33	2	-2	-11

# (next part)
# Fields: Tn7 DDE FP	PLC-beta3 inh	Tn6 DDE FP	ADAM17 inh	ARFGAP1 inh	ASAP1 inh	ADAM10 inh	TDP2 absorb	SIAE inh	PLC-gamma1 inh
- COc1cccc(C2=NN(C(=O)C3CC3)C(O)(C(F)(F)F)C2)c1 (stereo not drawn)
    3	4	5	2	-3	-14	-7	-1	11	4
- COc1ccccc1C1=CC(=O)CCC1
    6	-23	2	-6	-5	8	-10	-3	-11	-15
- Cc1cccc(-n2c(CNC(=O)Cc3ccccc3)n[nH]c2=S)c1
    0	0	1	0	-14	7	0	5	13	-2
- CCCCC[C@H](C)N1C[C@H](COCc2ccccc2)Oc2cc(N3CCC[C@@H]3CO)ccc2S1(=O)=O
    -1	2	-4	6	15	6	9	-10	-5	-2
- Cc1ccc(-c2nc(CN3CCCCC3)cc(CN3CCCCC3)c2O)cc1
    -2	-87	5	-176	9	2	i	-6	10	-77
- COc1ccc(Br)cc1CN1CCN(C(=O)c2ccc(OC)c(OC)c2)CC1
    4	2	7	-4	16	-7	-4	4	-2	0
- O=S(=O)(Nc1nccs1)c1ccc(NS(=O)(=O)c2c(F)cc(F)c(Cl)c2F)cc1
    2	-1	-2	2	-12	-6	-4	-15	2	0
- Cc1ccccc1C(=O)NC1CCN(CC(=O)NCc2ccccc2)CC1
    13	-6	4	0	15	-5	6	16	3	1
- CC(=O)N1N=C(c2cccc([N+](=O)[O-])c2)OC1c1cccc(Br)c1 (stereo not drawn)
    4	2	5	2	-8	-7	3	-4	-3	0
- O=C(Nc1ccc(C(F)(F)F)cc1)N1CCN(c2ccnc3cc(Cl)ccc23)CC1
    -1	-16	-5	1	-4	7	-6	5	-28	-6
- O=[N+]1C2=C(CCCC2)N([O-])C12CCCC2
    8	0	-1	-3	0	-10	2	7	15	-1
- COc1ccccc1Cn1c(=S)[nH]c2cc(C(=O)N3CCC(C(N)=O)CC3)ccc2c1=O
    -2	4	4	-3	-2	-2	-3	-7	-9	1
- COc1cc(C(N)=O)cc(Cl)c1OCc1ccccc1
    -2	1	1	0	1	7	-6	-9	-2	2
- COc1ccc(N2CCC(CNC(=S)Nc3cccc(OC)c3)C2)cc1 (stereo not drawn)
    -2	-7	1	8.8*	14	1	20*	-4	3	-7
- CCCn1cc(CN2CCC(C(=O)Nc3cccc(-c4cscn4)c3)CC2)c(C)n1
    6	-7	1	-4	11	6	1	-7	2	-2

# (continued)
# Fields: Tn7 DDE FP	PLC-beta3 inh	Tn6 DDE FP	ADAM17 inh	ARFGAP1 inh	ASAP1 inh	ADAM10 inh	TDP2 absorb	SIAE inh	PLC-gamma1 inh
- Cc1ccc(NC(=O)CN2C(=O)NC(Cc3c[nH]c4ccccc34)C2=O)cc1 (stereo not drawn)
    -2	-6	-6	-2	1	-2	3	9	5	-3
- CC(=O)C1=C(O)C(=O)N(Cc2ccccc2)C1c1ccc(Br)cc1 (stereo not drawn)
    -10	-4	-1	-2	-4	6	-5	8	0	-2
- C[C@@H]1CN(C2CCN(Cc3nc(C(c4ccccc4)c4ccccc4)no3)CC2)C[C@H](C)O1
    1	1	2	-2	-11	-7	-9	3	3	-2
- C[C@@]12C(=O)N(CC3CCCO3)CC(=O)N1[C@H]1c3cc(Cl)ccc3OC[C@@H]1[C@@H]2c1ccccc1 (stereo partly drawn)
    -8	1	-4	3	9	9	11	-8	3	10*
- O=C(CNC(=O)c1ccccc1)NCC(O)c1ccc([N+](=O)[O-])cc1 (stereo not drawn)
    -6	-2	-5	-1	5	-2	7	17	-28	0
- Cc1ccc2c(c1)C1OCCC1C1N2C(=O)C2C(C(=O)O)C3C=CC21O3 (stereo not drawn)
    -1	-8	2	-3	-4	9	-7	-13	-4	-7
